Assay outcomes from PubChem BioAssay.
Texas Red fluor: Texas Red region autofluorescence; actives 0.06% (n = 59,000); Compound fluorescence, Texas Red channel, 547/618 nm; active compounds read high; max dye-equivalent concentration, M; in the data active = max dye-equivalent concentration above about 10 nM; inconclusive = between about 1.1 nM and that limit
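Compound titrations in 100 mM Tris pH 8.0 were incubated 15 min at room temperature and read at 547 nm excitation / 618 nm emission. Texas Red six-point standard curve on each plate converted fluorescence to dye-equivalent concentration.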
GFP derepression: epigenetic GFP locus derepression in mouse cells | Potency, µM (doses to about 46.1 µM), for the others: top-dose GFP derepression (activation) | mouse C127i GFP locus derepression, cytometry, 30 h | actives 0.09% (n = 68,000); also: % of control where 0% means no effect
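Locus derepression in mouse mammary C127i cells whose integrated CMV-GFP reporter is normally silent; GFP expression after 30 h compound treatment was quantified by counting fluorescent cells.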
FLuc inh: firefly luciferase inhibition. P08659. purified firefly luciferase, luminescence, 8 min. Potency, µM (doses to about 57.1 µM), for the others: at the top dose activity change, negative = inhibition, hits mostly inhibitors. actives 2.2% (n = 72,000); also: potency is read from the fitted curve at half-maximal effect; % is scaled to controls: 0 for no effect and ±100 for the full control effect; nearly all actives have a fitted effect of over 40% in size
Target sequence (P08659 whole entry, looked up): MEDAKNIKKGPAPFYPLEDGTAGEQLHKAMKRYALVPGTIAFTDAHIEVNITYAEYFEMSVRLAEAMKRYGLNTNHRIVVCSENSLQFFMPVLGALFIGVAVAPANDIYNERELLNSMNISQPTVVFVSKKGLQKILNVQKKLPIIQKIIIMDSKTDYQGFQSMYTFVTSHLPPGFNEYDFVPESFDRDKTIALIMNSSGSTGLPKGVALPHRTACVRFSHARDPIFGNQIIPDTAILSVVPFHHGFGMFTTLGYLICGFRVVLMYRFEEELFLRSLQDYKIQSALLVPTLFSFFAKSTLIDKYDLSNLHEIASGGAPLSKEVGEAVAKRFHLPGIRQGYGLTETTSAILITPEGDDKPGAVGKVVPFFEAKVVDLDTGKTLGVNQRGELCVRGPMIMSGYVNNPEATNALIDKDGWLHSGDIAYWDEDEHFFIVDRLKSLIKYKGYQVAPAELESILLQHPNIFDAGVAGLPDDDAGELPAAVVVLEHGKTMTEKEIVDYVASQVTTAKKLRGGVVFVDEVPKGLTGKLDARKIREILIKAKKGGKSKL
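Luminescence read-out after 8 min at room temperature; enzyme reaction used luciferin plus 10 uM ATP (linear range) in imidazole buffer pH 7.2 with KCl, MgCl2, Tween 20 and BSA. Each sample was run as a titration.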
ERK AVP block: inhibitors of vasopressin-stimulated ERK signaling pathway; Potency, µM (highest dose often 57.5 µM), without a hit: top-dose activity, negative = inhibition, hits mostly inhibitors; actives 0.99% (n = 72,000); AID 995; HEK293-V1b, vasopressin-stimulated pERK AlphaScreen; also: potency is read from the fitted curve at half-maximal effect; % is scaled to controls: 0 for no effect and ±100 for the full control effect; nearly all actives have a fitted effect of over 55% in size
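HEK293 cells stably expressing V1b receptor, preincubated 30 min at 37 °C with compound, then stimulated 5 min with 25 nM vasopressin. Phospho-ERK by AlphaScreen SureFire after 5 h RT; normalized to DMSO and vasopressin; AC50 by Hill fit.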
A350 autofl: compound fluoresces in the Alexa 350 spectral region; Compound autofluorescence, 340/450 nm, Alexa 350 dye-equivalents; active compounds read high; max dye-equivalent concentration, M; actives 11% (n = 59,000); AID 590; in the data active = max dye-equivalent concentration above about 10 nM; inconclusive = mostly about 1.1 nM to 9.6 nM
Hsp90 Hop PPI: changes Hsp90-Hop TPR2A binding signal, up or down; AlphaScreen TPR2A-His6 binding biotin-Hsp90 C-terminal peptide; Potency, µM (titrated, usually from 57 µM), for inactives: top-dose activity change, negative = inhibition; actives 0.44% (n = 71,000); AID 595; active = well fitted curve in either direction with a large enough effect; inconclusive = small, poorly fitted or top-dose-only effect, or another doubt; also: potency is read from the fitted curve at half-maximal effect; % is scaled to controls: 0 for no effect and ±100 for the full control effect; many of its hits are not listed in these tables
CRE Fsk mod: alters forskolin-stimulated CRE reporter signaling in CHO cells. Potency, µM (doses to about 38.2 µM), without a hit: top-dose activity change, negative = inhibition, usual class: activators. CHO CRE-bla reporter (cAMP response element driving beta-lactamase), forskolin EC10, beta-lactamase ratio. actives 2.5% (n = 71,000); active = well fitted activation curve with a large enough effect in the signal ratio, with a control signal flat, not every such curve was filed as active; inconclusive = small, poorly fitted or top-dose-only effect, or effect the other way, or a change in a side signal; the % refers to the signal ratio; also: potency is read from the fitted curve at half-maximal effect; % of control where 0% means no effect
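Cells were plated overnight at 37 °C, exposed to compound titrations plus EC10 NKH 477 for 3 h, then given CCF4 dye for 2 h at room temperature. Blue/green (460/530 nm) ratio was converted to %Activity and AC50 values calculated.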
Fluorescein fluor: compound autofluorescence in fluorescein spectral region; Compound autofluorescence, 480/540 nm, fluorescein-equivalent; active compounds read high; max fluorescein-equivalent concentration, M; actives 0.91% (n = 59,000); AID 593; in the data active = max fluorescein-equivalent concentration above about 10 nM; inconclusive = between about 1.1 nM and that limit
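Normalized response (dye-equivalent concentration) derives from comparing each well's 540 nm emission, under 480 nm excitation, with plate-resident fluorescein standards. Compounds were held in 100 mM Tris, pH 8.0, for 15 min at room temperature.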
4-MU autofl: compounds fluorescent in 4-MU spectral region; actives 11% (n = 59,000); compound autofluorescence, 340/450 nm, 4-MU equivalents; active compounds read high; max dye-equivalent concentration, M; AID 589; in the data active = max dye-equivalent concentration above about 10 nM; inconclusive = mostly about 1.1 nM to 9.6 nM
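Intrinsic fluorescence at 340/450 nm (ex/em) was read after 15 min at room temperature in pH 8.0, 100 mM Tris. Each compound concentration expressed as 4-MU-equivalent concentration from a six-point 4-MU standard series on each plate.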
HBB splice mod: alters splicing of the hemoglobin beta chain. HBB splicing reporter cell assay, activation; EGFP reporter with mutant IVS2-654 intron; response scale: normalised to 500 nM splice-correcting PNA. actives 0.06% (n = 65,000). Potency, µM (doses to about 46.1 µM), inactives show at the highest dose activation, most hits filed as activators; also: potency is read from the fitted curve at half-maximal effect; 0% is about no effect
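HeLa cells stably expressing EGFP interrupted by mutant beta-globin intron 2 (IVS2-654), 500/well in 2% FCS. Treated with compound for 2 days at 37C. Splicing correction scored as total well GFP intensity (488 nm excitation, 500-520 nm emission); 500 nM antisense PNA served as control.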
UbGFP stabilizer: ubiquitin-GFP accumulation via proteasome inhibition | 67,000 tested, under 10 active | AID 526 | Ubiquitin-GFP reporter cells, proteasome inhibition, GFP fluorescence; response scale: untreated = 0%, 10 µM MG-132 = 100% | Potency, µM (doses to about 45.9 µM), for the others: top-dose activation (GFP accumulation), hits mostly activators; active = well fitted activation curve with a large enough effect, not every such curve was filed as active; inconclusive = small, poorly fitted or top-dose-only effect, or another doubt; inactive = no such curve, though single readings can be large or run the other way; also: potency is read from the fitted curve at half-maximal effect
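U2OS Ub(G76V)-GFP reporter; O/N plating, 0.5% FBS; cpd 46 uM–2.9 nM, 4 h, 37 °C; GFP+ cell count, 488/515 nm; norm. to basal vs 10 uM MG-132; CRC fit.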
An asterisk follows results filed as active; i = inactive; u = inconclusive; x = no result given; & = joins results of further samples; ! = not active in a repeat; [ ] = another dose, or the depositor's remark. Unless noted, calls follow the shape of the dose curve; as a rule, active = well fitted curve in the direction sought with a large enough effect; inconclusive = small, poorly fitted or top-dose-only effect, or another doubt; inactive = no such curve, though single readings can be large; an effect the other way counts as inactive or inconclusive. Some of the compounds tested. The share of hits here may be higher or lower than overall.

SMILES	Texas Red fluor	GFP derepression	FLuc inh	ERK AVP block	A350 autofl	Hsp90 Hop PPI	CRE Fsk mod	Fluorescein fluor	4-MU autofl	HBB splice mod	UbGFP stabilizer
COc1ccc(C2NC(=O)NC(O)(C(F)(F)F)C2C(=O)c2ccc(C)cc2)cc1 (stereo unspecified)	x	-3%	0%	-7%	x	-5%[11 µM]	u	x	x	-2.5%[0.0738 µM]	-9%[9.17 µM]
CCC(CC)c1nnc(NC(=O)c2c(-c3ccccc3)noc2C)s1	x	11%	2%	10%	x	1%	21%	x	x	-0.4%	-6%
COc1cccc(-n2c(COc3ccc(C)cc3)nnc2SCC(N)=O)c1	i	0%	0%	-4%	i	-4%	-8%	i	i	x	-5%
O=C(COC(=O)CCC(=O)c1ccc(F)cc1)Nc1ccc(N2CCOCC2)cc1	u	-1%	-1%	6%	i	-5%	-10%	u	i	-2.7%	-3%
O=C(NCCOC(=O)c1ccc(S(=O)(=O)N2CCOCC2)cc1)c1cccnc1	i	0%	3%	20%	i	1%	4%	i	i	x	-1%
CCOC(=O)Cc1csc(NC(=O)CCS(=O)(=O)Cc2ccccc2)n1	i	0%	1%	-7%	u	-7%	u	i	i	0.3%	-2%
CC(C)c1nnc(SCC(=O)NCc2ccco2)n1C	u	0%	2%	8%	i	-1%	u	u	i	1.7%	2%
N=c1c(S(=O)(=O)c2ccccc2)cc2c(=O)n3ccccc3nc2n1Cc1ccco1	i	3%	5%	33%[activator]	1.2e-07M*	-3%	u	u	1.4e-07M*	x	-4%
CC(=O)NC12CC3CC(C1)CC(C(=O)OCC(=O)c1ccc4c(c1)OCCO4)(C3)C2	i	1%	4µM*	-18%	i	-3%	u	u	i	-0.1%	4%
COc1ccccc1N1CCN(c2cc(=O)n(Cc3ccc(F)cc3)c(=O)[nH]2)CC1	x	x	-1%	x	x	-1%	-6%	x	x	-0.3%	8%
CN(C)Cc1ccccc1-c1ccc2ncnc(N(C)C)c2c1	i	-3%[9.22 µM]	1%[2.29 µM]	-15%	i	3%	-7%	i	i	0.9%	-7%
CCCN(Cc1cc2cccc(C)c2[nH]c1=O)C(=O)c1cccc(OC)c1	i	-2%	1%	-16%	i	-5%	18%	i	i	1.5%[1.84 µM]	7%
CS(=O)(=O)N1CCN(C(=O)NC23CC4CC(CC(C4)C2)C3)CC1	i	3%	4%	-7%	i	-1%	10%	i	i	5.2%	5%
CCn1nc(C)c(Oc2ccccc2O)c1C	i	-1%	0%	15%	i	3%	6%	i	i	x	-1%
CCOc1ccc(OCC)c(NC(=O)C2CCCN(S(=O)(=O)c3c(C)noc3C)C2)c1 (stereo unspecified)	i	0%	1%	2%	i	-5%	4%	i	i	0.1%	-9%
CC(C)NC(=O)N1CC2(CCN(S(=O)(=O)c3ccccc3)CC2)C1	i	0%[9.22 µM]	1%[11.4 µM]	12%	1.5e-08M*	0%	-5%	i	1.4e-08M*	2.8%	-7%
N#Cc1c2c(c(NCCN3CCOCC3)n3c1nc1ccccc13)CCCC2	i	1%	5%	-23%	8.9e-08M*	1%	u	i	1e-07M*	x	1%
O=C(C1CCC1)N1CCc2cc(S(=O)(=O)N3CCN(c4ccccn4)CC3)ccc21	i	-1%	1%	10%	i	-6%	u	i	i	-0.2%	-8%
COc1ccc2[nH]c(=O)c(CN(Cc3ccco3)C(=O)c3ccccc3)cc2c1	i	2%	0%	-24%	3.2e-07M*	-9%	4%	u	2.1e-07M*	-0.7%	0%
COc1cc(C(=O)NCC(=O)n2nc(C)cc2C)cc(OC)c1OC	i	-3%[20.6 µM]	2%[25.5 µM]	x	i	x	x	i	i	x	x
CCC(C)C1C(C#N)=C(N)Oc2n[nH]c(-c3ccccc3)c21 (stereo unspecified)	x	x	3%	x	x	-5%	-3%	x	x	-0.5%	-14%
CCOc1ccc(N=Cc2c(O)cc(C)oc2=O)cc1	x	x	-25%	x	x	-7%	7%	x	x	0.0%	10%
CCOC(=O)CSc1nnc(Cc2ccccc2)n1CC1CCCO1 (stereo unspecified)	u	2%	2%	-1%	i	-2%	-17%	i	i	0.9%	4%
Cc1nc(CCNC(=O)Cc2ccccc2)cs1	i	0%	2%	2%	i	-2%	0%	i	i	-0.2%	5%
COc1cc2c(cc1OC)C(c1ccc(N(C)C)cc1)CC(=O)N2 (stereo unspecified)	i	0%	-1%	u	u	-10%	16%	i	u	0.1%	3%

(more compounds)
SMILES	Texas Red fluor	GFP derepression	FLuc inh	ERK AVP block	A350 autofl	Hsp90 Hop PPI	CRE Fsk mod	Fluorescein fluor	4-MU autofl	HBB splice mod	UbGFP stabilizer
Cn1c(=O)c2c(SCC(=O)N3CCC(Cc4ccccc4)CC3)nc(C3CC3)nc2n(C)c1=O	x	x	1%	x	x	-1%	-2%	x	x	-0.3%	7%
O=C(CN1CCN(CC(=O)c2ccc(F)cc2)CC1)Nc1ccccc1Cl	i	4%	0%	-5%	i	-2%	-20%	i	i	0.9%	-3%
Fc1c(F)c(F)c(CSc2nc3ccccc3[nH]2)c(F)c1F	x	4%	-7%	u	x	4µM*	-11%	x	x	0.7%	9%
CCCCCC1CC(=O)N(Cc2ccccc2)C(=O)N1 (stereo unspecified)	i	4%	0%	15%	i	-2%	0%	i	i	-0.2%	4%
C[C@@H](CN1CCC(Cc2ccccc2)CC1)[C@H](O)c1ccc(O)cc1	u	1%	2%	u	i	-2%	7%	i	i	-0.6%	0%
Cc1ccc(C(=O)COC(=O)c2cnccn2)cc1	x	0%	u	4%	x	-3%	-3%	x	x	1.0%	2%
O=C(Nc1ccc(Cl)cc1)C(c1ccccc1)N(CCO)CCO (stereo unspecified)	i	-3%	-9%	-18%	i	-3%	-4%	u	i	x	-1%
COC(=O)c1ccc(Cl)c(NC(=O)CN2CCN(Cc3ccccc3)CC2)c1	u	-3%	-1%	-4%	i	-4%	-6%	i	i	-0.7%	-4%
Cc1cc(NC(=O)C2(c3ccccc3)CCCC2)no1	i	6%	0%	-12%	i	1%	0%	i	i	-1.2%	4%
CCC(C)C(NC(=O)OC(C)(C)C)C(=O)NC(C(=O)N1CCCC1C(N)=O)C(C)CC (stereo unspecified)	i	0%	4%	18%	i	2%	2%	u	i	x	2%
CCOC(=O)c1cnc(SCC(=O)Nc2cc(C(F)(F)F)ccc2N2CCOCC2)nc1N	i	4%	1%	-13%	i	0%	7%	u	i	0.2%	-5%
CCCCOC(=O)C1=C(C)Nc2ncnn2C1c1ccc(OCC)c(OC)c1 (stereo unspecified)	i	-1%	2%	1%	i	-4%	u	i	i	2.3%	5%
CN1CCN(C(=O)c2ccc3c(=O)n(Cc4ccc(Cl)cc4)c(=S)[nH]c3c2)CC1	i	-2%	1%	u	1.4e-07M*	-8%	-26%	i	1.1e-07M*	-0.2%[0.369 µM]	x
COc1ccccc1CNC(=O)CCN1C(=O)COc2ccccc21	i	0%	4%	-18%	7.7e-07M*	-5%	-2%	i	6.2e-07M*	-2.1%[57.5 µM]	-2%
COc1ccccc1N1CCN(c2ccc(-c3ccccc3)nn2)CC1	i	0%	0.63µM*	-2%	i	-13%	u	u	i	x	-3%
O=c1c(O)c(-c2ccc(O)c(O)c2)oc2cc(O)ccc12	i	2%&0%[9.22 µM]	-2%&-4%[11.4 µM]	13µM*!	5.9e-08M*	5%&-8%	u	i	5.9e-08M*	x	5%&5%
CS/C(=N\S(=O)(=O)c1cccs1)NC(=O)CSc1nc2ccccc2s1	u	1%	0%	-3%	i	-3%	-9%	u	i	-1.8%	3%
Cc1c(NC(=O)c2c(F)cccc2F)c(=O)n(-c2ccccc2)n1C	i	1%	3%	20%	i	-4%	u	i	i	-2.2%	7%
C=C(C)COc1ccc(-c2n[nH]c(C)c2-c2ccccc2OC)c(O)c1	i	-2%	1%	u	i	-12%	u	u	i	-0.9%[57.5 µM]	0%
CCOC(=O)N1CCC(Nc2c(NCCN3CCN(c4cccc(Cl)c4)CC3)c(=O)c2=O)CC1	x	x	2%	u	x	-3%[2.3 µM]	-4%	x	x	0.6%	4%
COc1ccccc1CNC(=O)c1ccc(S(=O)(=O)N2CCCC2)cc1	i	1%	1%	21%	i	u	-12%	u	i	-2.9%	5%
COc1ccc(C(=O)OCC(=O)c2cc(OC)ccc2OC)c(OC)c1	i	5%	-3%	25%	i	3%	22%	i	i	-0.3%[57.5 µM]	-5%
[N-]=[N+]=CC(=O)COC(=O)c1ccccc1	i	0%[9.22 µM]	1%[11.4 µM]	-8%[11.5 µM]	i	-3%[11 µM]	12%[7.6 µM]	u	i	2.8%[9.22 µM]	-2%[9.17 µM]
CCC(CC)C(=O)Nc1c2c(nn1-c1ccc(OC)cc1)CS(=O)(=O)C2	i	2%	4%	-13%	2.5e-08M*	-3%	5%	i	1.3e-08M*	3.1%[0.369 µM]	-3%
Cc1cc(NC(c2cccnc2)c2ccc3cccnc3c2O)no1 (stereo unspecified)	i	20%	2%	u	i	4µM*	u	u	i	-2.5%	0%
